HIF-2a block: HIF-2a inhibition | 786-0 RCC cells HIF-2a reporter, luciferase luminescence, overnight | inhibition, % at 18.8 µM | hit rate 0.72% among 360,000 | AID 624352;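 active = inhibition of the luminescence signal of 40% or more relative to plate controls, in a single-dose primary screen at 18.75 µM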
Shn3 3UTR inh: inhibitors of Schnurri-3 3'UTR reporter in osteoblasts. Clone20 osteoblast Shn3 3'UTR firefly luciferase, 24 h. inhibition, % at 12.5 µM. hit rate 0.52% among 360,000. AID 588674;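 active = mean inhibition of at least 75% with every replicate also reaching 75%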;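 also: 0% = median of neutral control wells and 100% = pilot-screen positive control compound; some compounds past the cut are filed as inactive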
H9c2 protect: myocardial damage modulation in H9c2 cells; H9c2 cardiomyocytes, H2O2 injury protection, ATPLite, 2 h; protection from H2O2 cell death, % at 20 µM; hit rate 0.63% among 360,000;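 active = compounds giving at least 50% protection of heart cells from peroxide-induced death in the single-dose screen, raw or plate-pattern-corrected value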;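 also: 0% = DMSO wells with peroxide and 100% = DMSO wells without peroxide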
iPSC survival up: enhancers of human iPSC single-cell survival | hiPSC single-cell survival, ATPlite luminescence; 100% = ROCK inhibitor wells, 0% = DMSO | survival enhancement, % at 20 µM | hit rate 0.044% among 360,000 | AID 602274; in the data active = survival enhancement above about 18%;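 also: cells exposed to compounds for 16 hours before the ATP read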
NR2E3 ag-1: activates human NR2E3 receptor. Q9Y5X4. CHO-S Gal4-NCOR/VP16-NR2E3 two-hybrid, luciferase. inhibition of corepressor binding, % at 3.98 µM. hit rate 0.35% among 360,000. AID 602229;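 active = inhibition above the mean of all tested compounds plus 3 SD, cut at about 70% in these data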;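 also: 0% = DMSO with NR2E3 transfected cells and 100% = cells lacking NR2E3 construct; higher means lower luciferase signal from less NR2E3 corepressor binding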
Target sequence (Q9Y5X4 whole entry, looked up, the tested form may be a part): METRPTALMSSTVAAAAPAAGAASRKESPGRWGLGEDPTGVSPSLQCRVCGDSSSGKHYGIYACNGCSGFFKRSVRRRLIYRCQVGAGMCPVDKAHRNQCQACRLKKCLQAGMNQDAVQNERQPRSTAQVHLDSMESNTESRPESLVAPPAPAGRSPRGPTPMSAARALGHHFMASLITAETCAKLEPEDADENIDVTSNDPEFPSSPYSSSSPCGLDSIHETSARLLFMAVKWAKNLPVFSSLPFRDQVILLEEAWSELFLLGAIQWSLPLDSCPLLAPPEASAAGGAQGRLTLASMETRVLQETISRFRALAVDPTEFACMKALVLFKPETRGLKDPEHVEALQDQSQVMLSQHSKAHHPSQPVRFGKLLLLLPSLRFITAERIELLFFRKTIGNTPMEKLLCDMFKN
Peg3 prom inh: Peg3 promoter activity inhibition; HeLa PEG-Prom luciferase reporter, luminescence, overnight; inhibition, % at 20 µM; hit rate 1.7% among 360,000;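 active = inhibition of at least 50% at 20 µM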
HTR2A ag: mouse HTR2A agonism via beta-arrestin recruitment; P35363; CHO-K1 mHTR2A beta-arrestin complementation, luminescence; percent of 30 µM serotonin response; activation, % at 7.6 µM; hit rate 0.66% among 360,000;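 active = activation above a run cutoff, the mean activation of all tested compounds plus 3 SD, cut at about 14% in these data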;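 also: 0% = plate median of compound wells and 100% = 30 µM serotonin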
NR2E3 ag-2: activates human photoreceptor nuclear receptor NR2E3 | GST-NR2E3/biotin-RetCOR TR-FRET, 1536-well | inhibition of corepressor binding, % at 4.78 µM | hit rate 0.12% among 320,000 | AID 2300;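 active = percent inhibition above the cutoff of mean plus 3 SD of all tested compounds, set per screening campaign, cut at about 20% in these data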;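 also: 0% = DMSO wells and 100% = biotin wells as full block of FRET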
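System: GST-NR2E3 and biotin-RetCOR proteins; probe or stimulus: 7 nM biotin-RetCOR; doses: compound at 4.8 µM, single dose; schedule: Compound–protein incubation for 5 h at 4 °C; detection: time-resolved FRET; read-out: percent inhibition; controls: biotin wells as high control, 0.6% DMSO wells as low control; format: 1536-well plates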
PDI inh: inhibitors of human protein disulfide isomerase | P07237 | PDI insulin aggregation turbidity, A650, 90 min | inhibition, % at 10 µM | hit rate 0.052% among 350,000 | AID 588391;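 active = mean inhibition across replicates of 30% or more, whatever share of single replicates reach that level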;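 also: absorbance from insulin aggregation driven by PDI reduction with DTT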
Target sequence (P07237 whole entry, looked up): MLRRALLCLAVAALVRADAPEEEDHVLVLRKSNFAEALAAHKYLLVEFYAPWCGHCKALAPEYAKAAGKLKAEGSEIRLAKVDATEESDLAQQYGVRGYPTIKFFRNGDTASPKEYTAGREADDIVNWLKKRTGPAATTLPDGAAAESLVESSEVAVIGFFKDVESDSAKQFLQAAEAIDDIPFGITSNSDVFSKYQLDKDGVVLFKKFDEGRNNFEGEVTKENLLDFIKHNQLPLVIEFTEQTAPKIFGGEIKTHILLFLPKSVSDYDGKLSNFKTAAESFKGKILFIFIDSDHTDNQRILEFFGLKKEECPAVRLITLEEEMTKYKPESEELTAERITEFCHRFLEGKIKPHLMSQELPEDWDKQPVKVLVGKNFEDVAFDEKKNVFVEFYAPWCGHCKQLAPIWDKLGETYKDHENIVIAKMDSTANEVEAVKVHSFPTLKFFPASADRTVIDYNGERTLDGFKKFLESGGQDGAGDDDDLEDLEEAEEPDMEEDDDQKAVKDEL
TRPM1 prom inh: inhibitors of MITF-driven TRPM1 promoter in melanoma cells; AID 488899; SK-MEL-5 TRPM1 promoter luciferase, 24 h; inhibition, % at 12.5 µM; hit rate 0.83% among 330,000;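 active = mean inhibition across replicates of 60% or more, whatever share of single replicates reaches that level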; also: values of inactives mirror those of a sister screen read the other way
CaV13 FRET inh: Disruptors of the CACNA1D IQ motif to Ca2+-dependent inactivation inhibitor domain association, primary screening, Förster resonance energy transfer in intact living …; HEK cells, CFP/YFP FRET ICDI-IQ, plate reader, 10 min; percent FRET-ratio fall versus neutral wells; hit rate 0.098% among 340,000; inhibition, % at 12.3 µM;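 active = mean replicate inhibition of at least 30% and at least 1% of replicates passing that level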;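 also: 0% = median of the neutral control wells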
Starred values were filed as active, the others as inactive; nt = not tested or not shown.

SMILES	HIF-2a block	Shn3 3UTR inh	H9c2 protect	iPSC survival up	NR2E3 ag-1	Peg3 prom inh	HTR2A ag	NR2E3 ag-2	PDI inh	TRPM1 prom inh	CaV13 FRET inh
CC(C)C[C@@H](COc1ccccc1)N1CCN(CC(C)C)CCC1=O	-9	2	4	-2.3	-23	-18	-8	2	-2	0	-5
CCOC(=O)CSc1nnc2n(Cc3ccccc3)c(=O)c3c4c(sc3n12)CCC4	36	-9	20	1.0	0	5	0	nt	14	4	-3
Cn1cnnc1SCC(=O)N(Cc1ccc2c(c1)OCO2)C1(C(=O)NC2CCCCC2)CCCC1	12	6	2	-0.2	4	-4	1	-2	-1	11	-5
c1cncc(-c2noc(-c3ccc4ccccc4c3)n2)c1	-143	-32	-15	-0.5	-121	-223	4	-3	-6	-65	-6
O=[N+]([O-])c1cc(/C=N/O)ccc1Sc1ccccc1	1	13	5	5.3	-21	8	-2	3	-2	-21	nt
Cc1cc2oc(=O)cc(C)c2cc1NC(=O)CCl	14	-8	2	-0.3	-4	13	-2	5	2	-16	-15
CCN(CC)S(=O)(=O)c1ccc(N2CCOCC2)c(NC(=O)c2cc(C)cc(C)c2)c1	10	13	2	2.5	8	28	7	2	-39	3	-3
CS(=O)(=O)c1ccccc1C(=O)NCCC(c1ccccc1)c1ccccc1	4	4	0	-0.3	5	10	5	5	-4	3	-3
O=S(=O)(Nc1ccc(Cc2ccncc2)cc1)N1CCCC1	2	9	0	1.1	3	6	0	1	-13	11	-5
COc1ccc(CCNC(=O)c2c(C)nn(CC(C)C)c2Cl)cc1	-5	13	-4	-0.5	-34	-11	-1	0	-10	1	-6
CC1(C)CC(=O)C(=C2SCCCS2)C(=O)C1	1	17	-3	-0.4	5	-1	3	1	-5	4	-2
COC(=O)C1CC(=O)N(CCc2c[nH]c3ccccc23)C1 (stereo not given)	-10	8	7	0.8	11	-4	5	3	-4	12	nt
COc1cc(/C=N/NC(=O)c2cccnc2)ccc1OCC(=O)Nc1c(C)cc(C)cc1C	15	0	16	-0.2	-4	16	0	-1	-1	2	-6
CCCNC(=O)C(NS(=O)(=O)c1ccc2c(c1)c(=O)n(C)c(=O)n2C)c1ccccc1 (stereo not given)	14	-8	10	-1.1	2	4	6	-2	-5	-11	-6
Cc1ccc(S(=O)(=O)N2CCOCC2)cc1NC(=O)COc1cccc(-n2cnnn2)c1	3	-1	3	1.3	4	8	-2	2	0	1	-5

3 entries from above, sorted by count of non-hydrogen atoms, ascending:
SMILES	HIF-2a block	Shn3 3UTR inh	H9c2 protect	iPSC survival up	NR2E3 ag-1	Peg3 prom inh	HTR2A ag	NR2E3 ag-2	PDI inh	TRPM1 prom inh	CaV13 FRET inh
O=[N+]([O-])c1cc(/C=N/O)ccc1Sc1ccccc1	1	13	5	5.3	-21	8	-2	3	-2	-21	nt
O=S(=O)(Nc1ccc(Cc2ccncc2)cc1)N1CCCC1	2	9	0	1.1	3	6	0	1	-13	11	-5
CS(=O)(=O)c1ccccc1C(=O)NCCC(c1ccccc1)c1ccccc1	4	4	0	-0.3	5	10	5	5	-4	3	-3

The listing continues:
SMILES	HIF-2a block	Shn3 3UTR inh	H9c2 protect	iPSC survival up	NR2E3 ag-1	Peg3 prom inh	HTR2A ag	NR2E3 ag-2	PDI inh	TRPM1 prom inh	CaV13 FRET inh
CCCN1C(=S)c2ccccc2C1c1ccccc1 (stereo not given)	20	12	-4	-0.6	-4	14	-1	-1	0	15	-19
CC(C)C(NS(=O)(=O)c1cccs1)C(=O)NCCCN1CCCCCC1 (stereo not given)	20	5	7	-0.7	-11	19	0	0	3	14	-4
COc1cc2cc(CN(Cc3cccs3)C(=S)Nc3ccc(C)cc3)c(=O)[nH]c2cc1OC	11	23	11	-0.5	-28	15	-9	4	2	-6	-4
S=c1[nH]nc(COc2ccccc2)n1/N=C/C=C/c1ccco1	19	-7	-3	-0.2	2	8	6	-4	5	nt	-5
COc1ccccc1CCc1nnc(CCC(=O)NCC2CCCO2)o1 (stereo not given)	-6	-17	0	-0.3	-1	-13	3	-1	-3	2	-15
O=[N+]([O-])c1nccn1CCCCCCCCCCCN1CCOCC1	-91	28	-10	-0.9	5	-40	6	nt	nt	nt	-7
Cc1ccnc(NC(=O)C(Cc2ccccc2)NC(=O)c2ccccc2)c1 (stereo not given)	-14	22	5	-0.2	9	-3	-6	-2	-7	-5	-6
O=C(CCCn1c(SCC(=O)Nc2ccccc2Cl)nc2ccccc2c1=O)NCC1CCCO1 (stereo not given)	1	2	8	-0.1	22	7	0	-1	-4	6	-2
COC(=O)C1=C(C)OC(N)=C(C#N)C1c1ccc(OC)c(OC)c1OC (stereo not given)	20	9	3	-1.6	14	19	3	1	4	12	-8
O=C(CCN1N=C(c2ccccc2)CCC1=O)NCCCN1CCOCC1	3	6	-3	-0.5	10	9	-3	4	-3	-38	-14
CSCCNCc1cn(-c2ccc(F)cc2F)nc1-c1ccccc1C	10	-7	-3	-0.5	-10	-10	-5	1	0	3	10
CC(c1cccnc1)N(CCN(C)C)C(=O)Nc1ccc(Cl)cc1 (stereo not given)	-58	0	14	-0.1	-4	-44	12	6	-2	-10	-6
Nc1ncnc(N)c1NC(=O)c1cc(Cl)c(OCc2ccccc2)c(Cl)c1	10	-2	0	-0.1	-12	6	3	nt	-8	nt	-6
S=C(Nc1ccc(Oc2ccccc2)cc1)Nc1cccnc1	-241	-2	-9	1.8	-27	-89	-1	1	3	-10	-2
CN(Cc1ccc(F)cc1)C(=O)CN1C(=O)c2ccccc2S1(=O)=O	-15	14	14	2.7	3	1	3	nt	-8	-4	-5
CCc1noc(C)c1C(=O)NCCc1ccccc1	-150	-70	-6	-0.2	-56	-161	7	-3	-5	-45	-7
CCC(C)C(NC(=O)c1ccccc1NC(=O)c1ccco1)C(=O)NNC(=O)c1ccc(OC)cc1 (stereo not given)	9	-7	7	3.3	16	-5	-4	2	-5	8	-5
O=C(Nc1ccccc1)C1=C[C@H](c2csc3ccccc23)C[C@H](OCCCCO)O1	-1	6	11	0.0	4	13	7	2	8	4	-11
Nc1ncc(Br)cc1S(=O)(=O)NCCC(=O)Nc1cccc(Cl)c1	19	17	-10	-2.8	-6	17	-2	0	2	2	-7
COc1ccccc1C(=O)NCCN1CCN(c2ccccc2)CC1	10	-7	10	-0.6	-2	10	15*	2	-2	-2	-18
COc1ccc(-n2nnnc2SCC(=O)Nc2nc3c(s2)CCCC3)cc1	-3	18	-10	0.0	38	-2	-2	-3	-2	8	-5
O=C(NC1CCCCC1)c1cc2nc(-c3ccco3)cc(C(F)(F)F)n2n1	7	-6	5	-1.4	-8	11	9	nt	-3	-3	nt
O=C(Nc1ccccc1C(=O)O)c1ccc(NC(=O)c2ccc(Br)o2)cc1	-14	-19	6	2.0	-25	3	4	0	2	-4	-9
O=C(NCc1ccc(F)cc1)C(c1ccco1)N(C(=O)c1csnn1)C1CC1 (stereo not given)	16	-8	-1	-0.1	1	9	-4	3	2	-12	-2
O=C(Cn1cnc2ccccc21)N/N=C/c1ccccn1	12	9	8	1.7	-4	7	4	-1	7	8	-4
NC(=O)c1cccnc1Sc1ccc(Cl)cc1	10	-13	4	2.7	-8	3	1	3	2	-7	-5
Cc1noc(C)c1COc1ccc(C(=O)NCCOc2ccccc2)cc1	-116	-29	-7	1.3	-34	-115	-5	1	16	-24	-3
Cc1ccc(S(=O)(=O)N(CC(=O)NCCC2=CCCCC2)Cc2ccccc2)cc1	31	18	-13	-0.7	-10	8	-2	-1	3	6	-8
CCN1CCN(C(=O)c2ccc(N3CC4CC(C3)c3cccc(=O)n3C4)c(NC(=O)c3cc(OC)cc(OC)c3)c2)CC1 (stereo not given)	0	-10	0	-0.3	-27	4	5	2	2	9	-7
Cc1cc(NC(=O)CN2C(=O)NC(C)(c3ccc(Cl)cc3Cl)C2=O)no1 (stereo not given)	9	13	4	1.7	-10	11	-1	nt	-1	12	-7
Cc1ccc(S(=O)(=O)NC(=O)COc2ccc(Cl)cc2Cl)cc1	-6	-13	0	0.4	26	-4	1	1	-14	-2	-5
CCOc1ccccc1NC(=O)COC(=O)C12CC3CC(CC(O)(C3)C1)C2	-1	-2	7	-0.3	-4	-1	3	nt	-1	1	-6
Cc1ccc(NC(=O)CN2C(=O)S/C(=C\c3cc(Cl)c(OCC(=O)O)c(Cl)c3)C2=O)cc1	23	2	6	-0.8	-13	12	-1	-2	5	-4	-19
CCOC(=O)c1c(C)[nH]c(C)c1C(=O)COC(=O)CCc1ccccc1	5	-6	5	-1.6	3	-19	-5	nt	-1	nt	-17
O=C1O/C(=C\c2ccccc2)c2ccccc21	-14	-22	-5	0.3	-41	7	-1	3	14	-21	-5
N#CCC(=O)c1ccccc1Oc1ccc(Cl)cc1	27	15	-1	-2.7	-14	23	1	-1	0	3	-18
CCOC(=O)C1=C(C)N=c2sc(=Cc3ccc(OCC(=O)O)cc3)c(=O)n2C1c1ccc(Cl)cc1 (stereo not given)	-13	-18	38	-0.5	-40	19	7	nt	0	nt	-3
O=C1NC(CCc2ccccc2)C(=O)N1CCOc1cccc(Br)c1 (stereo not given)	14	-7	-6	0.0	26	22	-4	-3	-5	17	-5
O=C(Nc1ccccc1N1CCN(C(=O)c2ccc(Cl)cc2)CC1)c1ccc2c(c1)OCO2	9	-1	20	1.1	-26	27	4	-3	-3	6	-4
O=C(O)C1CCN(S(=O)(=O)c2cccc3nonc23)CC1	6	-4	-4	-0.3	-32	0	-1	2	12	-1	-3
COc1c2occc2c(OC(C)=O)c2c(=O)cc(C)oc12	8	21	0	-0.2	-41	31	-1	5	4	nt	-1
CC(C)(C)OC(=O)C[C@@H]1C/C=C\C[C@@H](CC(=O)NCCO)C(=O)N[C@H](Cc2ccccc2)COC1=O	8	-17	0	-1.5	-11	1	5	nt	0	-1	-9
CN1CCC(N2CCN(C3CN(C4CCCC4)S(=O)(=O)C3)CC2)CC1 (stereo not given)	4	6	6	0.8	-17	2	2	nt	nt	nt	-7
Cn1nc(-c2ccc(Cl)cc2)c2cc(C(=O)NC3CC3)sc21	21	7	13	-4.0	-24	27	-1	-2	4	22	-51
COc1ccc(N2CCN(C(=O)NC34CC5CC(CC(C5)C3)C4)CC2)cc1	21	0	-5	1.0	-5	-4	4	-2	12	1	-5
Cc1ccc(SCC(=O)c2cc(C)c(OC(=S)N(C)C)c(C)c2)cc1	-204	-13	-20	-0.1	-84	-216	-6	1	6	-76	-5
Cc1cc(=O)n2[nH]c(Nc3cccc(Cl)c3)nc2n1	2	17	-7	-0.5	-1	0	-1	3	9	-6	-4
Cc1ccc(S(=O)(=O)Nc2nc3ccccc3nc2N2CCc3ccccc3C2)cc1	-164	-41	-2	-2.3	-64	-101	-8	4	5	17	nt
COc1ccc(COCC(O)CN2CCN(S(=O)(=O)c3c(F)cccc3F)CC2)cc1OC (stereo not given)	-2	10	4	0.4	-7	7	10	nt	1	6	-2

Source: PubChem BioAssay

The order is random. About 3.9% of those tested had a hit in this group.
